HSF1 inh: HSF1 inhibition; AID 2098; activity change, negative = inhibition, % at 7.5 µM (by protocol); hit rate 0.77% among 300,000; NIH3T3-HGL HSE-luciferase, MG132-induced, luminescence 8 h; stronger effect = lower value;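 active = more than half of replicate wells show activity change below -50%, luminescence cut by over half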;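 note: luciferase reports HSF-1 transcriptional activity via heat shock element; 0% = median of DMSO wells and -100% = zero luminescence signal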
Platelet DG rel: modulates dense granule release in human platelets; hit rate 0.22% among 300,000; AID 1663; inhibition, %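 (compounds screened at 7.5 µM in platelet-rich plasma)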; human platelet-rich plasma, SFLLRN dense granule ATP release, luminescence;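 active = mean replicate score, as percent of positive control, at or above 50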
HSP90 inh: inhibitors of HSP90 luciferase refolding in rabbit reticulocyte lysate; luciferase refolding luminescence, 3 h; inhibition, % at 5.6 µM; hit rate 0.91% among 290,000; AID 1789;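 active = inhibition above the screen-wide mean plus 3 SD, computed separately per campaign, cut at about 16% in these data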;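 note: 0% = DMSO wells and 100% = 60 µM geldanamycin wells; inhibitors lower the luminescence because luciferase stays unfolded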
AI-2 QS modul: Vibrio harveyi AI-2 quorum sensing modulation | Vibrio harveyi JMH597 AI-2 luminescence/OD600 ratio, 9 h; stronger effect = lower value; strain lacks LuxN and CqsS sensors; 0 = neutral-control median | activity change, % at 7.5 µM | hit rate 0.4% among 300,000; in the data active = activity change below about -75%, passing the limit was not always enough;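 note: luminescence divided by OD600 gain over 9 h not by final OD600 alone; inactives centre near 13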
KLF5 inh: inhibitors of KLF5 expression. DLD-1 KLF5 promoter-luciferase reporter, luminescence. inhibition, % at 5 µM. hit rate 0.23% among 290,000;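 active = inhibition above a per-plate limit of that plate's mean compound inhibition plus 3 SD, cut at about 60% in these data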;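 note: 0% = DMSO wells and 100% = LY294002 at 200 µM; higher means less KLF5 promoter-driven luciferase light; inactives centre near -14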
HIF activator: HIF pathway transcriptional activation; AID 1910; U2OS HRE-luciferase reporter, luminescence; normalized: DMSO 0%, desferrioxamine 100%; activation, % at 7.5 µM (by protocol); hit rate 0.32% among 300,000;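 active = mean activation of at least 10% of the iron chelator positive control signal, with at least half of replicates also reaching 10%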
aSyn UTR inh: 5' untranslated region of α-synuclein, MLPCN primary screen | alpha-synuclein 5'UTR reporter, inhibitor activity | inhibition, % (tested at 7.5 µM) | hit rate 0.82% among 300,000 | AID 1813; in the data active = inhibition above about 60%;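 note: H4 neuroglioblastoma cells stably carrying SNCA 5'UTR luciferase fusion; 0% = DMSO wells and 100% = positive control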
IEC-6 cytotox: IEC-6 cytotoxicity, counter-screen for KLF5 inhibitors; luminescence viability; inhibition, % at 5 µM; hit rate 0.78% among 290,000; in the data active = inhibition above about 22%;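 note: 0% = plate median of test compound wells and 100% = cytotoxic reference compound wells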
HSF1 activator: increases HSF-1 driven luciferase reporter signal | NIH3T3-HGL HSF-1 luciferase reporter, MG132, 8 h; 100% = twice DMSO control signal | hit rate 1.7% among 300,000 | activation, % at 9 µM;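 active = mean replicate activation of at least 50% with a set share of replicates each reaching 50%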;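 note: 0% = median of the neutral control wells and 100% = twice that signal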
SKKanGAS inh: SKKanGAS growth inhibition; S. pyogenes SKKanGAS, kanamycin growth, BacTiter-Glo, 6 h; inhibition, % at 7.5 µM; hit rate 1.3% among 300,000;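 active = mean replicate score, as percent of positive control median, at least 50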;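 note: strain carries kanamycin resistance gene driven by streptokinase promoter and grows in 40 µg/ml kanamycin; loss of luminescence reflects streptokinase promoter inhibition or plain growth inhibition; 0% = median of DMSO wells and 100% = positive control at its reference dose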
Numbers without * were called inactive; x = no result given.

SMILES	HSF1 inh	Platelet DG rel	HSP90 inh	AI-2 QS modul	KLF5 inh	HIF activator	aSyn UTR inh	IEC-6 cytotox	HSF1 activator	SKKanGAS inh
O=C(Nc1ccccc1)Nc1ncc([N+](=O)[O-])s1	14.1	27.4	8.2	-85.6*	-179.6	1.5	-48.5	-2.9	36.7	-10.7
Cc1cc(/C=C(\C#N)C(=O)NCc2cccs2)c(C)n1-c1ccc([N+](=O)[O-])cc1	13.3	6.5	4.0	9.4	-49.2	-0.4	3.1	-2.5	23.0	18.4
Cc1ccnc(NS(=O)(=O)c2cccc([N+](=O)[O-])c2)c1	0.5	-0.9	3.0	30.1	-20.2	-0.1	4.3	0.1	-3.7	-4.1
CC(C)=C1C2CCC1C1C(=O)N(NC(=O)COc3ccc(C(C)(C)C)cc3)C(=O)C21 (configuration not stated)	-1.2	-5.7	1.2	11.9	-1.8	-0.6	-11.5	4.0	2.1	1.5
CCN1CCN(CCCN(Cc2ccco2)C(=S)Nc2ccc(Cl)c(C)c2)CC1	3.5	19.3	3.1	1.3	-15.6	0.1	0.6	5.0	-9.3	-2.6
Cc1cc(C(=O)N/N=C/c2ccc([N+](=O)[O-])s2)n[nH]1	0.8	-16.9	5.1	-28.6	12.0	-1.3	79.3*	3.4	28.9	108.6*
Fc1ccc(CNC(=S)Nc2ccccc2F)cc1	14.7	4.7	-1.9	6.7	-15.5	1.1	-3.2	4.4	18.6	3.5
COc1ccc(CCNC(=O)[C@@H]2C[C@H]2c2ccccc2)cc1OC	-7.6	13.1	-3.8	1.9	-20.2	-0.5	21.8	3.5	1.2	-1.4
CN(C)c1cccc(C(=O)OCC(=O)Nc2ccccc2Sc2ccccc2)c1	6.9	3.6	-2.1	4.5	-3.6	-0.2	18.7	-1.6	-1.4	22.6
Cc1ccc(C)c(OCCCNCc2ccccc2)c1	-1.6	-5.2	1.4	3.6	-34.1	0.6	-9.4	5.8	3.8	2.1
COc1ccc(NC(=O)c2c(C(F)(F)F)nn(C)c2SCc2ccccc2Cl)cc1	5.1	2.3	0.3	10.2	15.3	-0.5	2.2	3.4	3.8	-4.9
Cc1cccc(C(=O)OCC(=O)NC(C)CCc2ccccc2)c1O (configuration not stated)	5.1	-2.8	1.2	-0.1	-37.7	0.7	-9.5	-4.3	12.5	-5.8
COc1ccc(Br)cc1CN(C)CC(=O)NCc1ccc(F)cc1	8.4	2.0	-1.8	10.7	-19.6	1.5	17.0	-2.2	20.4	3.0
COc1ccc(-n2cnnc2SCCC#N)cc1	-5.2	1.2	0.0	21.0	-11.5	-0.8	4.9	2.3	3.1	1.0
O=S(=O)(c1ccc(Cl)cc1)N1CCn2c1nc1ccccc12	-1.9	-2.8	1.7	11.1	-10.4	0.2	23.2	-0.9	-2.4	-0.8
CCOC(=O)C1CCN(C(=O)CC2(CC(=O)O)CCCC2)CC1	-0.6	-3.8	-1.9	10.4	-7.0	0.0	4.4	1.0	3.5	-0.6
CC1=NN(C(N)=S)C(=O)C1N=Nc1cccc2ccccc12 (configuration not stated)	0.1	9.6	4.8	25.7	-42.0	0.2	-24.5	6.6	-4.4	-0.7
Cc1ccc(S(=O)(=O)N2CCCC2c2nc3ccccc3s2)cc1 (configuration not stated)	9.6	5.8	1.4	9.7	-11.4	-0.4	7.0	2.4	16.0	6.0
CCOc1ccc(N(CC(=O)NN=C2CCCC2)S(C)(=O)=O)cc1	-87.2*	4.0	-2.1	2.4	10.1	0.2	-12.3	1.1	-90.1	-8.6
CCOc1ccccc1NC(=O)C(OC(=O)c1ccccc1)c1ccccc1 (configuration not stated)	6.5	-0.3	-3.1	5.2	-18.7	0.0	13.2	-1.0	12.5	36.4
Cc1cccc(C)c1NC(=O)CCn1cnc2ccccc2c1=O	0.0	3.0	-4.9	24.1	-11.6	-1.1	13.7	-1.1	2.0	2.6
O=C(CNC(=O)c1ccncc1)N/N=C/c1ccccc1[N+](=O)[O-]	-4.8	-10.9	-2.1	-5.6	-10.1	0.1	-4.5	3.7	5.6	-9.6
COc1cccc(C(=O)N2CCN(Cc3ccccn3)CC2)c1OC	-7.3	-9.4	4.2	5.6	-6.1	-2.4	-2.9	2.5	-7.0	0.4
CC(C)CC(=O)Nc1nc2c(c(=O)[nH]1)CCCC2	-4.1	-1.5	-0.2	13.4	-12.8	1.7	-6.3	4.9	-1.9	-2.5
O=C(NC(=S)Nc1cc([N+](=O)[O-])ccc1O)c1ccc2c(c1)OCO2	9.4	12.3	10.1	20.9	-79.9	2.9	8.2	18.1	21.6	79.3*

Compound profiles, from the list above.
CC(C)CC(=O)Nc1nc2c(c(=O)[nH]1)CCCC2 is listed as HSF1 inh: -4.1; Platelet DG rel: -1.5; HSP90 inh: -0.2; AI-2 QS modul: 13.4; KLF5 inh: -12.8; HIF activator: 1.7; aSyn UTR inh: -6.3; IEC-6 cytotox: 4.9; HSF1 activator: -1.9; SKKanGAS inh: -2.5
Cc1cccc(C)c1NC(=O)CCn1cnc2ccccc2c1=O is listed as HSF1 inh: 0.0; Platelet DG rel: 3.0; HSP90 inh: -4.9; AI-2 QS modul: 24.1; KLF5 inh: -11.6; HIF activator: -1.1; aSyn UTR inh: 13.7; IEC-6 cytotox: -1.1; HSF1 activator: 2.0; SKKanGAS inh: 2.6

Next part:
SMILES	HSF1 inh	Platelet DG rel	HSP90 inh	AI-2 QS modul	KLF5 inh	HIF activator	aSyn UTR inh	IEC-6 cytotox	HSF1 activator	SKKanGAS inh
N=c1oc2cc(O)ccc2cc1C(=O)Nc1nc2ccccc2s1	-13.0	3.9	-1.9	7.3	-121.7	3.3	-187.6	-5.8	-27.0	-2.3
Cc1ccc2oc(=O)c3cnn(CC(=O)NCCc4ccsc4)c3c2c1	1.2	-5.8	-2.0	2.1	-0.5	0.1	2.1	-2.4	-0.4	0.7
O=C1N=c2ccccc2=C1c1sc(=S)n(NC(=O)c2cccc(O)c2)c1O	7.2	-6.4	-2.1	-2.2	-13.2	-15.2	8.8	4.2	9.1	1.6
Cc1cc(C)n(CC(=O)NC2C(=O)N3C(C(=O)O)=C(CSc4nnc(C)s4)CSC23)n1 (configuration not stated)	-0.6	2.3	-3.7	39.4	-9.8	0.0	14.4	-1.1	9.0	x
CCC(=O)n1nc(-c2ccc(OC)cc2)nc1NCc1cccs1	5.7	3.6	0.5	27.0	-25.5	0.1	-102.4	-0.1	10.7	3.3
CC(=O)N(c1nnc(-c2cccc(C)c2)s1)C1CCCC1	9.8	-5.4	1.5	13.5	-86.3	-0.3	-159.6	-1.5	23.3	-1.6
Cc1ccc2c(c1)C(=O)CCN2	-7.1	1.0	1.2	5.8	-24.1	-0.2	1.8	0.7	4.2	22.5
O=C1NN(c2ccccc2)C(=O)/C1=C\c1ccccc1	1.2	-4.3	3.3	12.2	-30.1	0.4	-0.1	-5.5	14.0	10.8
CN(c1ccccc1)S(=O)(=O)c1cccc(NC(=O)CCN2C(=O)C3CCCCC3C2=O)c1 (configuration not stated)	1.0	-3.8	-1.4	21.0	-23.4	-0.3	17.3	3.0	-14.2	-6.9
CC(C)CCNC(=O)NC(=O)CSc1nnc(-c2ccccc2F)n1N	-5.7	0.1	-4.5	18.2	-13.2	-0.6	-26.2	7.0	-5.2	-0.2
CN(Cc1nccn1C)C(=O)c1cc(COc2ccc3ncccc3c2)on1	-9.3	2.1	2.2	17.0	-25.3	0.2	-1.4	3.4	-3.8	-4.7
COc1ccc(CNC(=O)C2CC(O)CN2C(=O)Nc2ccccc2)cc1 (configuration not stated)	-1.5	-4.1	1.4	16.2	-17.9	2.0	3.9	-2.2	-2.2	-1.6
CC1CCN(S(=O)(=O)c2ccc3c(c2)oc(=O)n3CC(=O)N2c3ccccc3CC2C)CC1 (configuration not stated)	-2.1	-7.5	0.9	22.8	-24.9	-0.1	-3.0	0.7	5.0	-1.1
Cc1ccccc1NC(=O)COC(=O)c1ccccc1SCC(=O)N1CCCC1	-0.2	-9.6	1.3	37.0	-25.4	-0.2	-2.1	1.5	-4.0	-2.0
O=C(C1CCCO1)N1CCN(c2ccc(F)cc2)CC1 (configuration not stated)	-3.4	2.5	1.4	15.4	-9.5	-0.6	-6.9	1.2	10.7	-4.7
Nc1ccc(-n2nncc2-c2ccccc2)cc1	2.2	-16.7	0.2	-9.1	1.5	-0.1	9.8	-3.5	-14.7	3.9
O=C(N/N=C/c1cn(CC(=O)N2CCOCC2)c2ccccc12)c1cccnc1	1.1	-7.8	1.1	2.8	-22.7	-2.3	15.3	-0.1	-0.2	-0.6
COc1ccc(-c2nnc(SC(C)C(=O)Nc3ccc4c(c3)OCCO4)o2)cc1 (configuration not stated)	9.2	-2.0	-3.1	18.7	-31.4	2.5	-100.7	-2.2	34.3	-2.2
O=C(NCc1ccccc1)c1cnc(-c2ccccn2)nc1C(F)(F)F	1.1	8.0	1.6	22.7	-34.4	-11.1	-22.0	5.7	-6.2	-0.6
O=C(O)c1cccc(COc2ccc(CO)cc2Cl)c1	-90.8*	14.4	x	26.3	x	-2.8	105.4*	x	-92.8	-7.3
O=C(Nc1c2c(nn1-c1ccc([N+](=O)[O-])cc1)CS(=O)(=O)C2)c1ccco1	-9.4	-7.3	-4.3	13.0	-7.8	-0.4	11.8	3.1	-12.9	5.4
COc1ccc(CNc2nc3nc(C)c(Cl)c(=O)n3[nH]2)cc1OC	-5.4	-1.9	-3.9	5.2	-1.7	-0.3	2.6	1.7	8.1	0.0
CC1CCN(c2c(NCc3ccc(C(=O)N(C)C4CCCCC4)cc3)c(=O)c2=O)CC1	0.0	0.8	0.0	11.7	-15.4	-0.1	22.5	-0.1	-0.3	3.2
CC(C)NC(=O)COc1coc(CN2CCN(c3ccccc3F)CC2)cc1=O	0.8	-14.0	-2.9	17.8	-1.2	-0.5	-0.6	-11.4	-2.1	9.8
COC(=O)c1cn(-c2ccccc2)nc1-c1ccc(OC)c(OC)c1	-5.6	-21.2	-5.3	9.8	0.8	-24.3	3.5	-1.8	-0.1	-5.5
COc1ccc(C2C(C(C)=O)=C(O)C(=O)N2Cc2ccccc2)c(OC)c1 (configuration not stated)	-9.1	-6.5	3.1	2.3	0.4	-0.8	19.5	-5.3	-2.6	1.3
COc1ccc2cc(N=Cc3nc(-c4ccc(C)cc4)oc3O)cnc2c1	-2.5	5.2	4.9	11.8	5.4	0.0	-28.0	5.0	-0.1	9.0
Cn1c(SCC(=O)Nc2ccc(F)cc2)nnc1-c1cccnc1	-6.5	1.9	1.4	29.1	1.8	-0.3	-14.8	-1.8	-4.2	0.0
COc1ccccc1NCC(O)Cn1c2ccccc2c2ccccc21 (configuration not stated)	-1.0	-0.3	-1.1	34.0	-39.0	-0.4	-25.8	-3.0	4.1	-12.3
O=C(CSc1nncn1-c1ccccc1)Nc1cccc(S(=O)(=O)N2CCCCC2)c1	0.0	-5.7	-5.8	29.0	-3.4	0.6	12.8	0.5	13.2	-1.5
O=C(CSCC(=O)OCC(=O)c1ccc(Br)cc1)Nc1ccc(Br)cc1	9.1	-24.0	-1.2	14.1	-8.0	-0.3	-28.2	-0.3	1.3	-4.3
CC(=O)Nc1ccc(NC(=O)C/C(C)=N/NC(N)=S)cc1	-3.6	22.0	-1.1	10.8	-6.3	-0.2	6.2	-2.7	2.4	-1.6
CN(C)S(=O)(=O)Oc1ccsc1C(=O)Nc1ccccc1Cl	6.0	-3.8	0.3	-3.7	8.2	0.0	49.3	5.1	10.4	3.6
O=C(O)/C=C/c1coc2ccc(F)cc2c1=O	-10.1	-12.8	4.6	29.1	3.5	0.1	-12.6	-5.0	-2.5	-2.0

Source: PubChem (several laboratories)
